KDM5B inhibitor – blocks human KDM5B histone demethylase activity; KDM5B demethylase, FDH-coupled NADH fluorescence (FDH is formaldehyde dehydrogenase); Potency, µM (top dose mostly 57.7 µM), inactives show at the top dose activity change, negative = inhibition, hits mostly inhibitors; 2.6% of 220,000 active; active = well fitted inhibition curve with a large enough effect; inconclusive = small, poorly fitted or top-dose-only effect; inactive = no such curve, though single readings can be large or run the other way; also: 0% is about no effect; nearly all actives have a fitted effect of over 70% in size
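qHTS format, multiple compound concentrations. Buffer 50 mM HEPES pH 7.5/0.01% Tween-20; 200 nM KDM5BΔAP final; 10 min compound preincubation; substrate-mix levels 12.5 µM peptide, 25 µM α-KG, 0.25 mM NAD⁺; 30 min RT; ΔRFU.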
* = called active by the depositor; u = inconclusive; & = joins results of further samples; [ ] = another dose, or the depositor's remark. Potency is read from the fitted curve at half-maximal effect. An excerpt (hit frequency here may not be typical).

KDM5B inhibitor,canonical_smiles
-6%,CCn1ccnc1C1CCCN(C(=O)c2n[nH]c3c2CN(C)CC3)C1 (stereo not given)
-26%,Cc1ccc(Sc2ccc(NC(=O)c3cc(C)ccc3C)cc2)c(C)c1
21%,CONC(=O)c1ccc(C#N)cc1
-23%,CCOc1ccc(-c2nnc(SCC(=O)Nc3cccc(Cl)c3C)o2)cc1
-6%,CCc1nc(NCc2ccccc2)c(C#N)c2c1CCCC2
-9%,COc1ccc(OC)c(CNc2ncnc3onc(C)c23)c1
-7%,O=C(NCCN1CCN(c2ccccc2)CC1)Nc1ccccc1Br
u,COC(=O)c1c(NC(=O)c2c(-c3ccccc3Cl)noc2C)sc2c1CCCC2
-5%,Cc1ccc(NCC(=O)N/N=C/c2cccn2C)cc1
-8%,CCn1cc(C(=O)NCc2ccc(C)cc2)c(=O)c2cc(S(=O)(=O)N(C)C)ccc21
5%,CCC1(N2CCN(S(=O)(=O)c3cc(F)ccc3C)CC2)CCN(S(C)(=O)=O)C1 (stereo not given)
u,COc1ccc(NC(=O)Nc2ccc(C)n(CC(=O)NCC(C)C)c2=O)cc1
-3%,CCOC(=O)N1CCN(C(C(=O)O)c2c[nH]c3cc(Cl)ccc23)CC1 (stereo not given)
u,OC1(c2csc(CN3CCc4ccccc4C3)n2)CCN(C2CCOCC2)CC1
u,COc1ccc2c(C)c(CC(=O)NCCCN3CCOCC3)c(=O)oc2c1
u,C=CCc1ccccc1OCCN(C)Cc1cc2ccc(F)cc2[nH]c1=O
-6%,COc1cc(/C=C2\NC(=O)NC2=O)c(Br)cc1OCC(=O)O
12%,CCOc1ccc(C(=O)COc2ccc(NC(C)=O)cc2)cc1
-23%,COc1ccc(-c2cc3nc(C)c(CCC(=O)NCc4ccc(F)cc4)c(C)n3n2)c(OC)c1
u,CCc1ccc(N2CCC(CN)C2)cc1 (stereo not given)
17%,O=C(NCCC1CCN(C(=O)Nc2cc(F)ccc2F)CC1)c1cnccn1
10%,CCN(CCOc1ccc(C)cc1)C(=O)c1c(O)cccc1O
-2%,COc1cccc(NC(=O)Cc2ccc(NC(=O)N3CCCCc4ccccc43)cc2)c1
3%[86.2 µM],CNC(=O)[C@@H](c1ccccc1OC)N1CCC[C@H]1C(=O)NCC1CC1
u,COc1ccc(OC)c(CNC(=O)c2cc(-c3ccc(Cl)s3)nc3ccccc23)c1
-10%,Cc1cc(C)cc(OCCC(=O)N(CC#N)C2CC2)c1
-22%,O=C(C1CCN(c2cnn(Cc3ccccc3)c(=O)c2)C1)N1CCCC1 (stereo not given)
-8%,O=C(Cn1c(=O)oc2cc(S(=O)(=O)NCc3ccccc3)ccc21)NCc1ccccc1Cl
3%,CC(C)n1cc(-c2nc(C(=O)NN)cs2)c(=O)n(Cc2ccccc2)c1=O
0%,CC(NC(=O)CSc1nc2cc(Cl)ccc2s1)C1CC2CCC1C2 (stereo not given)
-24%,COc1ccc(CCNC(=O)c2ccc3c(c2)N=C(C)c2cc(C)ccc2S3)cc1OC
11%,CCN(Cc1ccccc1)c1nc2c(S(=O)(=O)c3ccccc3)nnn2c2ccc(Cl)cc12
-9%,Cc1ccccc1NC(=O)Cn1nc(C(=O)O)c2ccccc2c1=O
-14%,CCOC(=O)C1CCCN(C(=O)C2CC(c3ccccc3)CN(C(=O)c3cccc(F)c3)C2)C1 (stereo not given)
20µM*,CCc1noc(-c2cccn3c(CNC(=O)c4ccc5ccccc5n4)nnc23)n1
3%,CCNC(=S)Nc1cccc(C(F)(F)F)c1
2%,Cc1ccc(NC(=O)CSc2n[nH]c(-c3ccccc3)n2)cc1C
13%,CCOC(=O)N1CCN(CC(=O)Nc2oc3ccc(Cl)cc3c(=O)c2-c2ccc(C)cc2)CC1
-34%[86.2 µM],O=C1Cc2c(-c3ccc(CO)cc3)n[nH]c2CN1CC1CCOCC1
2%,O=C(N[C@@H]1CSC[C@H]1O)c1ccccc1

Shown as a hit in KDM5B inhibitor, of those listed so far:
KDM5B inhibitor,canonical_smiles
20µM*,CCc1noc(-c2cccn3c(CNC(=O)c4ccc5ccccc5n4)nnc23)n1

Reprinted at random: 5 records from the list, in no set order.
KDM5B inhibitor,canonical_smiles
-8%,O=C(Cn1c(=O)oc2cc(S(=O)(=O)NCc3ccccc3)ccc21)NCc1ccccc1Cl
3%,CCNC(=S)Nc1cccc(C(F)(F)F)c1
3%,CC(C)n1cc(-c2nc(C(=O)NN)cs2)c(=O)n(Cc2ccccc2)c1=O
-22%,O=C(C1CCN(c2cnn(Cc3ccccc3)c(=O)c2)C1)N1CCCC1 (stereo not given)
u,COc1ccc(OC)c(CNC(=O)c2cc(-c3ccc(Cl)s3)nc3ccccc23)c1

Following part
KDM5B inhibitor,canonical_smiles
18%,OC1CCN(c2nc(C(F)(F)F)nc3ccccc23)CC1
-10%,CC1(C)CC(=O)c2cc(C(=O)Nc3ccc(Cl)cc3)c(=O)[nH]c2C1
u,Cc1ccc(-c2cc(N3CCCN(C(=O)Cc4ccccc4)CC3)n[nH]2)cc1C
-32%,CCn1cc(CN(C)C(=O)CCC[C@@H]2[C@H]3CCCN4CCC[C@@H](CN2C)[C@@H]34)c(C)n1
0%,O=C(NC1C[C@H]2CC[C@@H](C1)N2C(=O)C1(c2ccccc2)CC1)c1ccc(F)cc1 (stereo not given in full)
u,Fc1ccc(/C=C2\CCCC3=C2N=C2SC=C(c4ccc(F)cc4)N2C3c2ccc(F)cc2)cc1 (stereo not given)
u,CN(Cc1cn(C)c2ccccc12)C1CCc2nn(CC3CC3)c(=O)n2CC1 (stereo not given)
2%[86.2 µM],COC(=O)c1ccc2c(c1)nc1n2[C@@H](CNC(=O)CC(C)(C)C)COC1
20µM*,COc1ccc2c(c1)c(CN1CCOCCNC(=O)CC1)cn2C(C)C
-7%[86.2 µM],COc1ccc(CNC(=O)C[C@@H]2C[C@H]3O[C@H](CNC4CCNCC4)[C@@H](O)[C@H]3O2)cc1
7%,COc1ccccc1CNC(=O)C1CN(Cc2ccccc2)C(=O)N1 (stereo not given)
3%,Cc1oc(-c2ccccc2)nc1CSCC(=O)Nc1ccc(F)c(F)c1
12%,Cc1nnc(N2CCC(C(=O)NC(C)C)CC2)c2nn(-c3ccc(Cl)cc3)c(C)c12
u,Cc1oc(-c2nc(C#N)c(N3CCCCCC3)o2)cc1S(=O)(=O)N1CCCCC1
18%,N=C(N)c1cccs1
-16%[86.2 µM],CC[C@H]1CN(C(=O)c2ccc(F)cc2)CC[C@H]1CC(=O)O
24%,CCc1noc([C@@H]2CC(F)(F)CN2C(=O)Cc2ccccc2F)n1
-8%,COc1ccc(CC(=O)N2CC[C@H]3CC(=O)N(Cc4ccc5c(c4)OCO5)CC[C@H]3C2)cc1
-4%,COc1ccc(CCC(=O)NNC(=O)Nc2ccc(C(C)=O)cc2)cc1
-6%,Cc1sc2nc(COC(=O)c3cccc(OC(F)F)c3)[nH]c(=O)c2c1C
19%,Cc1nn(CC(=O)NCC2CCCO2)c(=O)c2nc(C(C)C)sc12 (stereo not given)
7%[86.2 µM],Cc1cc(Cn2cc3c4c(cccc42)[C@H](CC(C)C)N[C@H](C(=O)NC2CCCC2)C3)no1
-4%,CN(C)C[C@@H]1CN(S(C)(=O)=O)C[C@H]1NC(=O)c1ccc(F)c(F)c1
0%,O=C(Nc1ccc2nc(SCCOc3ccccc3)sc2c1)c1ccccc1F
u,c1ccc(CN2CCC(NC3CCCC3)CC2)cc1
-22%,O=C1N(C2CCN(S(=O)(=O)c3ccccc3)CC2)C(c2ccncc2)C12CCCCC2 (stereo not given)
-9%,COc1ccc(C(C)NC(=O)Cn2c(C)cc3nc4n(c(=O)c32)CCCCC4)cc1 (stereo not given)
-1%,CC1=C(C(=O)Nc2ccccc2)C(c2ccc(Br)cc2)n2nc(CCCO)nc2N1 (stereo not given)
10%,Cc1ccc(CCNC(=O)c2ccc3c(c2)N(Cc2ccccc2F)C(=O)c2ccccc2S3=O)cc1 (stereo not given)
-4%,Cc1noc(-c2cn(C3CCCN(C(=O)c4cccc(F)c4)C3)nn2)n1 (stereo not given)
1%,Cc1cccc(Cn2cc(C(=O)Nc3cc(F)ccc3F)ccc2=O)c1
u,COc1ccccc1CCC(=O)N1CCCC2(C1)Nc1cccnc1NC2=NC1CCCC1 (stereo not given)
-2%,O=C(Cc1csc(-c2ccc(F)cc2)n1)Nc1ccnn1Cc1ccc(Cl)cc1
5%,O=C(Cn1ccc2ccccc21)NCc1ccccc1Cl
-3%,CCOC(=O)C1(Cc2ccccc2C)CCCN(C(=O)c2cc[n+]([O-])cc2)C1 (stereo not given)
24%,COCCN1C(=O)CSC12CCN(C(=O)NCc1ccccc1)CC2
-11%&-18%,CCOc1ccccc1C(=O)N1CCC(c2nc3ccccc3o2)CC1
-12%,Cc1[nH]nc2c1C1(C(=O)Nc3ccc(Cl)cc31)C(C#N)=C(N)O2 (stereo not given)
u,Cc1ccc(C)c(NC(=O)CSc2cn(CC(=O)N3CCCC3)c3ccccc23)c1
-23%,Cc1ccc(C)c(N2CCN(S(=O)(=O)c3cc(C(=O)Nc4ccccc4C(F)(F)F)ccc3F)CC2)c1
45%[activator][86.2 µM],CN1CCC(NC[C@H]2O[C@H](Cc3cc(-c4ccc(F)cc4)on3)CC[C@@H]2O)CC1
-14%[86.2 µM],COCCn1cnc2ccc(-c3ccccc3C)nc2c1=O
u,Fc1ccc(N/N=C/c2ccc(-c3ccccc3)cc2)c(F)c1
u,CCc1cc(=O)oc2cc(C)cc(OCc3nn[nH]n3)c12
-17%,O=C(O)[C@H]1C[C@H](C(=O)N2CCCC2)CN(Cc2ccncc2)C1
3%[86.2 µM],CC1(C)[C@H](Cc2cc(CN3CCCCC3)on2)C[C@@H]1NC(=O)c1cccc(F)c1
26%,COc1ccc(C2=NOC(CNC(=S)N3CCOCC3)C2)cc1 (stereo not given)
3%,O=S(=O)(c1cccc(F)c1)N1CCC(c2nc3ccccc3s2)CC1
-24%,COc1ccc(C(=O)/C=C/c2ccccc2OC(F)F)c(OC)c1
-16%,CCNC(=O)N1CC(C(=O)NC(C)c2ccccc2)CC(c2ccc(F)c(C)c2)C1 (stereo not given)
u,Clc1ccc(C=Nc2ccc(Nc3ccccc3)cc2)c(Cl)c1
u,CCCCc1c(C)c2ccc3oc(/C(=N/O)c4ccc(C)cc4)c(C)c3c2oc1=O
2%,CCCNc1c(NC(=O)Nc2ccccc2)c(=O)oc2ccccc12
-16%,O=C(Cn1nc2c(cc1=O)CCCC2)Nc1nc2c(s1)CCCCC2
-18%,CCOc1ccc(NC(=O)Cn2cc(S(=O)(=O)N3CCN(c4ccccc4F)CC3)c3ccccc3c2=O)cc1
-20%,COc1ccccc1-c1nnc(C2CCN(S(=O)(=O)c3ccc(F)c(C)c3)CC2)o1
-1%[86.2 µM],COc1ccc([C@H]2C[C@@H](O)[C@@H](O)[C@@H]2NCc2cnc[nH]2)cc1
16%,CCN(C(=O)COC(=O)C1COc2ccccc2O1)c1c(N)n(Cc2ccccc2)c(=O)[nH]c1=O (stereo not given)
-11%,Cc1ccc(Cl)cc1NC(=O)COC(=O)c1ccc(C)c(S(=O)(=O)N2CCCCC2)c1
35µM*,COc1cccc(CN2CCCC3(COc4ccccc4C(=O)N3)C2)c1 (stereo not given)

Single values from the results shown:
KDM5B inhibitor result of COc1ccccc1-c1nnc(C2CCN(S(=O)(=O)c3ccc(F)c(C)c3)CC2)o1 = -20%
KDM5B inhibitor result of CCc1noc([C@@H]2CC(F)(F)CN2C(=O)Cc2ccccc2F)n1 = 24%
KDM5B inhibitor result of CCOc1ccc(-c2nnc(SCC(=O)Nc3cccc(Cl)c3C)o2)cc1 = -23%
KDM5B inhibitor result of CN(C)C[C@@H]1CN(S(C)(=O)=O)C[C@H]1NC(=O)c1ccc(F)c(F)c1 = -4%
KDM5B inhibitor result of O=C(NCCN1CCN(c2ccccc2)CC1)Nc1ccccc1Br = -7%

Later entries:
KDM5B inhibitor,canonical_smiles
-19%,CC(C)(C)OC(=O)N1CCC(c2c(C(=O)N3CCc4ccccc4C3)cnn2-c2ccc(F)cc2)CC1
20%,CN(Cc1cccnc1)c1nc2c(c(=O)[nH]1)CCN(Cc1cc(Cl)ccc1F)CC2
u,Cc1cc2nc3n(c(=O)c2n1CC(=O)Nc1ccc(Cl)cc1F)CCC3
-20%,COc1cn(CC(=O)Nc2cc(C)ccc2C)c(CN2CCCCC2)cc1=O
1%,Cc1nc([C@H]2CCN(Cc3ccc(F)cc3F)C[C@H]2NC(=O)C2CCOCC2)n[nH]1
-22%[86.2 µM],CNC(=O)[C@@H](Cc1ccccc1)N1CCC[C@H]1C(=O)NC1CC1
-10%,CC1CCCN(c2nc3c(-c4ccc(Cl)cc4)nnn3c3ccccc23)C1 (stereo not given)
0%[86.2 µM],COc1ccc(-c2[nH]nc3ncc(-c4cncnc4)nc23)cc1F
-31%,O=S(=O)(c1ccc(-c2ccno2)s1)N1CCC2(CCNCC2)C1
-4%,COc1ccc(N=Nc2c(C)[nH]c3ccccc23)cc1
-24%,CCNC(=O)c1nn(-c2ccccc2C)nc1CO
13%,Cc1cc2oc(C(=O)NCCc3nc(-c4ccccc4)no3)cc(=O)c2cc1C
33%,CCNC(=O)N1CC(N(CC)C2CCOCC2)C1
u,CC(C)Cn1c(-c2cccc(Br)c2)nc2ccccc21
8%[86.2 µM],Cc1onc(-c2cnn(C)c2NCc2ccccc2)c1C(=O)NCCc1cccnc1
u,COc1cc(CN2CCC(C)(NC(C)=O)CC2)cc(-c2ccccc2)c1
4%,O=C(N[C@@H]1CN[C@H](CO)C1)c1ccncc1
-21%,CCOc1ccc(NC(=O)Cn2cc(C(=O)c3ccc(C)c(C)c3)c(=O)c3cc4c(cc32)OCCO4)cc1
11%,Cc1cc(C)cc(NC(=O)CCCn2cnc3c2c(=O)n(C)c(=O)n3C)c1
